Bioassay records as filed in PubChem BioAssay.
TRb-SRC2 inh – TRbeta-SRC2 interaction inhibition; P10828; Potency, µM (doses to about 106 µM), inactives show at the highest dose activity change, negative = inhibition, actives largely listed as inhibitors; AID 1469; 280,000 compounds, 0.065% hits; TRbeta-SRC2 peptide binding, fluorescence polarization; receptor liganded with 1 µM T3;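 also: plate controls were bound peptide for no effect and peptide without receptor for full effect; nearly all actives have a fitted effect of over 50% in size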
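Each compound concentration gave % activity, normalized to unbound and bound Texas Red SRC2 controls, from polarization read after 5 hr ambient incubation with T3-loaded human TRb LBD.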
RECQ1 helicase – inhibitors of human RECQ1 DNA helicase | P46063 | Potency, µM (titrated, usually from 57.3 µM), for the others: top-dose activity, negative = inhibition, usual class: inhibitors | RECQ1 DNA unwinding, red fluorescence kinetic read | AID 2549 | 240,000 compounds, 0.54% hits;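 also: plate controls were vehicle for no effect and no enzyme for full effect; nearly all actives have a fitted effect of over 30% in size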
Target sequence (P46063 whole entry, looked up): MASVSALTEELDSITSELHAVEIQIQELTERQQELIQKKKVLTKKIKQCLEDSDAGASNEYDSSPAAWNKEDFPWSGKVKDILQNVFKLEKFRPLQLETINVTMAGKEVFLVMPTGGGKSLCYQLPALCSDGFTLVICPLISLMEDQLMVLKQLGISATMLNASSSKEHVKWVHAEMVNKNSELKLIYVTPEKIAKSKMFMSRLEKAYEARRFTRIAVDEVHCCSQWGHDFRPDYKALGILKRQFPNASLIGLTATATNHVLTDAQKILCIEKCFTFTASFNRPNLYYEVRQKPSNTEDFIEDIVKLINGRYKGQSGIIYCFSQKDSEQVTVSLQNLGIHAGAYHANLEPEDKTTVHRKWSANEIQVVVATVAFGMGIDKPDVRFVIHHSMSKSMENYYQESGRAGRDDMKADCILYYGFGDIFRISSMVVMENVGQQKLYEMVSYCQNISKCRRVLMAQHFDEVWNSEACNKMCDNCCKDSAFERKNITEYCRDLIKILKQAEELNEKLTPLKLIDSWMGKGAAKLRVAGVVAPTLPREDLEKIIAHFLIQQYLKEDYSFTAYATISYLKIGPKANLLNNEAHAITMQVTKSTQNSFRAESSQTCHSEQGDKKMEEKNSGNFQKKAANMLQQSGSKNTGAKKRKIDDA
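50 nM RECQ1T1 preincubated 15 min with compound in Tris pH 8.0 buffer with MgCl2, DTT, Tween-20 and 2.5 ug/ml poly(dI-dC); started with 200 nM TAMRA/BHQ-2 forked duplex and 2 mM ATP. Unwinding read as fluorescence (525/598 nm), two reads 2 h apart.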
GoLoco inh red – RGS12 GoLoco-Gai1 interaction inhibition; P63096; Potency, µM (series often up to 61.6 µM), without a hit: at the top dose activity, negative = inhibition, usual class: inhibitors; AID 880; 230,000 compounds, 0.44% hits; Gai1:RGS12 GoLoco peptide FP, rhodamine, 10 min; active = well fitted inhibition curve with a large enough effect, not every such curve was filed as active; inactive = no such curve, though single readings can be large or run the other way; also: nearly all actives have a fitted effect of over 30% in size; many of its hits are not listed in these tables
Target sequence (P63096 whole entry, looked up): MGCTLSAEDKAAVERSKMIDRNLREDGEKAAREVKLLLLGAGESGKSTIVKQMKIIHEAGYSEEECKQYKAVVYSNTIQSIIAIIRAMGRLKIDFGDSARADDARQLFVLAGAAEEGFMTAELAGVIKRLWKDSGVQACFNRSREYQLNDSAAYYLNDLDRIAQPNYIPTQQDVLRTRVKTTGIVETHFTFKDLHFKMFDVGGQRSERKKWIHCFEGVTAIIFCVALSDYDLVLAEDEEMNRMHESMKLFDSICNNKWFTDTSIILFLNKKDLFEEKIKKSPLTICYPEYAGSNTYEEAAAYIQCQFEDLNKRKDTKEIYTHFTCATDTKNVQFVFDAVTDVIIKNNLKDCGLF
aGlu spleen mod – inhibits or activates alpha-glucosidase in human spleen homogenate; P10253; human spleen homogenate, 4-MU-alpha-glucoside fluorescence; Potency, µM (top dose mostly 79.9 µM), inactives show at the highest dose activity change, negative = inhibition, usual class: inhibitors; 240,000 compounds, 0.006% hits;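 also: 0% = enzyme with vehicle and -100% = no enzyme basal signal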
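Compounds were titrated against alpha-glucosidase in spleen homogenate at pH 5.0, with 1 mM 4-methylumbelliferyl substrate for 40 min at 37 C. Reactions were quenched with pH 10 NaOH/glycine and fluorescence measured.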
L3MBTL1 block – inhibitors of human L3MBTL1; Q9Y468; AlphaScreen L3MBTL1–H3K9me1 peptide binding; Potency, µM (highest dose often 57.1 µM), without a hit: at the top dose activity, negative = inhibition, hits mostly inhibitors; 230,000 compounds, 0.66% hits; also: nearly all actives have a fitted effect of over 60% in size
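First, the protein-peptide complex forms for 30 min at room temperature (L3MBTL1 50 nM, biotinylated H3K9me1 peptide 75 nM). Next, compounds are pin-transferred and incubated 30 min. Finally, AlphaScreen beads are added and read after 30 min.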
GAA inhib – inhibitors of human lysosomal alpha-glucosidase; Potency, µM (top dose mostly 76.9 µM), for inactives: at the top dose activity change, negative = inhibition, actives largely listed as inhibitors; P10253; AID 1466; 200,000 compounds, 0.005% hits; purified human GAA, 4-MU-alpha-glucoside fluorescence;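 also: plate controls were uninhibited enzyme wells for no effect and no-enzyme background for full effect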
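Read-out is 4-methylumbelliferone fluorescence (Ex 365/Em 440 nm) after NaOH/glycine stop at pH 10. Enzyme 4 nM, substrate 400 uM, pH 5.0 citrate buffer, 20 min room temperature; AC50 from Hill-equation concentration-response.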
TR SRC2 fluor cs – alters Texas Red total fluorescence, flagging assay interference | 280,000 compounds, 0.29% hits | TRb/SRC2 Texas Red total fluorescence interference | Potency, µM (top dose mostly 106 µM), for the others: at the highest dose fluorescence change, negative = quenching; active = well fitted curve in either direction with a large enough effect; inconclusive = small, poorly fitted or top-dose-only effect
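Human TRβ ligand-binding domain (0.6 uM) and Texas Red SRC2 peptide (20 nM) in Tris buffer with 1 uM T3 and 5% DMSO were incubated with pinned compound for 5 hr at ambient temperature. Total fluorescence was computed as S + 2P (555/632 nm).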
GAA glycogen mod – GAA glycogen-cleavage inhibition or activation. P10253. recombinant GAA, glycogen substrate, Amplex Red glucose oxidase fluorescence. Potency, µM (titrated, usually from 76.4 µM), without a hit: top-dose activity change, negative = inhibition, usual class: inhibitors. 300,000 compounds, 0.38% hits;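 also: 0% = full enzyme reaction and -100% = no-enzyme basal signal; the screen sought inhibitors and activators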
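Recombinant enzyme (4 nM final) with compounds titrated up to 77 uM and bovine liver glycogen (30 ug) in citrate pH 5.0, 0.01% Tween-20, 37 C 40 min. Released glucose detected by Amplex Red/glucose oxidase (Ex 573/Em 610); AC50 from Hill fits.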
An asterisk follows results filed as active; i = inactive; ? = inconclusive; / = not tested or not shown; & = joins results of further samples; [ ] = remark or other dose. Unless noted, calls follow the shape of the dose curve; as a rule, active = well fitted curve in the direction sought with a large enough effect; inconclusive = small, poorly fitted or top-dose-only effect, or another doubt; inactive = no such curve, though single readings can be large; an effect the other way counts as inactive or inconclusive. Unless noted, % is scaled to controls: 0 for no effect and ±100 for the full control effect; potency is read from the fitted curve at half-maximal effect. Only part of the results is shown. The share of hits here may be higher or lower than overall.

SMILES	TRb-SRC2 inh	RECQ1 helicase	GoLoco inh red	aGlu spleen mod	L3MBTL1 block	GAA inhib	TR SRC2 fluor cs	GAA glycogen mod
CCOc1ccc(CC(=NCCO)C2=C(O)CC(C)(C)CC2=O)cc1OCC	-1.5%	-1.9%	2.0%	2.6%	1.9%	-3.4%	?	-1.2%
CC(C)Cc1cc(C(=O)Nc2cccc(O)c2)no1	6.5%	-3.0%	9.6%	-5.2%	-0.9%	/	0.3%	-0.4%
Cc1ccccc1N(CC(=O)NCCSCc1ccco1)S(C)(=O)=O	-0.6%	-8.4%	0.1%	4.3%	-14.9%	2.7%	0.2%	1.9%
Cn1c(SCC(=O)Nc2ccccc2)nnc1-c1ccc(NC(=O)CCc2ccccc2)cc1	-10.1%	-2.0%	2.2%	-11.7%	-1.4%	3.6%	-2.9%	3.0%
O=C(COc1ccc(Cl)cc1)NCc1nnc2c3ccccc3c(-c3ccccc3)nn12	2.1%	-8.3%	-2.0%	-2.5%	-3.9%	-3.4%	0.2%	10.9%
NC(=O)CSc1cn(Cc2ccccc2)c2ccccc12	4.7%	2.7%	-24.0%	6.0%	/	-1.4%	-0.4%	-2.7%
O=C(Nc1ccccc1)c1c(F)c(F)c(F)c(F)c1F	0.9%	i	5.9%	7.5%	/	?	1.5%	2.2%
CC(C)CC(NC(=O)C1CCC(C)CC1)C(=O)Nc1ccc2c(c1)OCCO2 (stereo not drawn)	7.0%	-9.7%	4.8%	-9.8%	-1.6%	-3.0%[15.4 µM]	1.1%	-13.8%
COc1cc(N2CCCC2)c(OC)cc1/C=C(/C#N)c1cccc(F)c1	?	3.98µM*	9.1%	-10.9%	/	-7.1%	9.9%	8.8%
COc1ccc(-c2nnc(SC(C)C#N)o2)cc1 (stereo not drawn)	-1.1%	i	/	-1.1%	3.6%	-4.5%	-1.5%	6.2%
O=P(OC1CCCCC1)(OC1CCCCC1)C(O)c1ccccc1 (stereo not drawn)	-11.5%	-10.9%	9.4%	-0.7%	/	-1.9%	-0.5%	3.8%
Nc1nc(SCC(=O)c2cc(F)ccc2F)n[nH]1	6.4%	-1.0%	8.8%	-12.9%	-10.4%	-2.3%	-7.0%	-2.7%
Clc1cc(Sc2ccc(Br)cc2)nnc1-c1ccccc1	-14.3%[53 µM]	i	20.0%	-3.5%	7.6%	-6.0%	1.5%[53 µM]	-9.5%
O=C(CSc1ccccc1C(=O)NCc1ccccc1)NC12CC3CC(CC(C3)C1)C2	-2.8%	-17.1%	-4.9%	1.7%	0.4%	?	-4.9%	-8.3%
CC(=O)C1=C(O)C(=O)N(Cc2cccnc2)C1c1ccc(C)cc1 (stereo not drawn)	1.0%	-2.7%	-14.9%	-3.3%	0.4%	4.7%	-1.5%	-1.1%
CCCC(=O)OC(C(=O)Nc1cc(C(F)(F)F)ccc1Cl)c1ccccc1 (stereo not drawn)	0.1%	-2.0%	10.3%	-17.4%	37.9%[activator]	8.2%	-0.6%	-4.8%
CCOC(=O)c1sc2nc(C3CC3)cc(-c3ccc(OC)cc3)c2c1N	-0.8%	2.4%	-0.6%	4.4%	10.7%	?	-3.3%	0.5%
CCOC(=O)c1ccc(NC(=O)CC2C(=O)N(c3ccc(F)cc3)C(=O)N2CCC(C)C)cc1 (stereo not drawn)	0.0%	-2.7%	8.7%	0.2%	/	?	-2.6%	-19.1%
C=CCn1c(SCc2ccc3c(c2)OCO3)nc2scc(-c3ccco3)c2c1=O	3.3%	?	11.1%	-7.7%	-1.1%	-3.5%	-3.5%	-3.5%
COC(=O)c1cccc(N2C(=O)C(Cl)=C(N3CCOCC3)C2=O)c1	1.3%	i	3.2%	1.3%	1.1%	-12.1%	-9.9%	4.7%

The final four records of the part above open the next one.
SMILES	TRb-SRC2 inh	RECQ1 helicase	GoLoco inh red	aGlu spleen mod	L3MBTL1 block	GAA inhib	TR SRC2 fluor cs	GAA glycogen mod
CCOC(=O)c1sc2nc(C3CC3)cc(-c3ccc(OC)cc3)c2c1N	-0.8%	2.4%	-0.6%	4.4%	10.7%	?	-3.3%	0.5%
CCOC(=O)c1ccc(NC(=O)CC2C(=O)N(c3ccc(F)cc3)C(=O)N2CCC(C)C)cc1 (stereo not drawn)	0.0%	-2.7%	8.7%	0.2%	/	?	-2.6%	-19.1%
C=CCn1c(SCc2ccc3c(c2)OCO3)nc2scc(-c3ccco3)c2c1=O	3.3%	?	11.1%	-7.7%	-1.1%	-3.5%	-3.5%	-3.5%
COC(=O)c1cccc(N2C(=O)C(Cl)=C(N3CCOCC3)C2=O)c1	1.3%	i	3.2%	1.3%	1.1%	-12.1%	-9.9%	4.7%
CCn1c(SCC(N)=O)nnc1-c1ccco1	-3.2%	-8.9%	-1.8%	6.8%	1.1%	-0.5%	-1.8%	4.4%
Cc1cc(C(=O)Nn2cnnc2)cs1	-14.5%	1.0%	2.5%	-13.2%	/	5.5%	-0.2%	4.6%
COc1ccc(S(=O)(=O)Nc2cc(C)nn2-c2ccccc2)cc1	-4.2%	i	15.6%	-11.1%	/	5.2%	-6.1%	3.1%
O=C(O)c1ccc(N=Nc2c(O)[nH]c3cc(Cl)ccc23)cc1	5.0%	10.3%	0.3%	-0.9%	/	/	-4.4%	-3.0%
S=C(NC1CCCCC1)NN(c1ccccc1)c1ccccc1	11.7%	-24.6%	15.9%	-1.1%	-0.8%	-3.3%	-1.8%	?
c1ccc(-n2c(SCc3nc(-c4cccs4)no3)nnc2-c2ccco2)cc1	-15.8%	21.3%	14.6%	2.2%	/	-21.1%	1.4%	-8.6%
COc1cc(/C=N/Nc2ccccn2)cc(OC)c1O	3.3%	i	7.7%	-9.2%	/	-5.9%	-2.8%	17.8µM*
O=C(CSc1nnc2c(Cl)cc(Cl)cn12)N1CCOCC1	-0.6%	i	-3.6%	-4.7%	/	-3.1%	-3.4%	2.9%
Cc1ccc(NC(=O)/C(C#N)=C/c2cn(CC(=O)NCc3ccco3)c3ccccc23)cc1C	-5.9%	i	42.5%[activator]	5.4%	-4.4%	5.5%	-0.6%	8.2%
COc1cc(NC(=O)C(Cc2ccccc2)n2cccc2)cc(OC)c1 (stereo not drawn)	3.7%	-4.6%	2.1%	-1.0%	/	/	-0.7%	-3.5%
CCCCN(CCCC)C(=S)NC(=O)C(C)(C)C	11.2%	-13.4%	12.2%	-4.9%	-5.9%	0.6%	-0.4%	-2.6%
CC(=O)c1c(C)[nH]c(C(=O)NCCc2ccccc2)c1C	5.4%	-0.2%	9.9%	-4.9%	-4.3%	3.8%	-5.0%	-0.8%
CC(C)C(=O)Nc1ccc(Cc2ccc(NC(=O)C(C)C)c(O)c2)cc1O	-9.8%	-4.7%	3.9%	-3.3%	/	-0.9%	-3.7%	?
CCCCOc1ccc(/C=N/NC(=S)Nc2cc(C)ccc2C)cc1	-13.0%	i	6.2%	-4.2%	/	6.4%	3.2%	-1.1%
CCOC(=O)/C(C#N)=C/C1=C(N2CCOCC2)CC(C)(C)OC1	-3.1%	-5.0%	0.4%	-1.6%	-5.2%	/	-0.1%	-2.9%
CCOC(=O)C1=C(C)N=C(/N=C/N(C)C)SC1c1ccccc1 (stereo not drawn)	-4.7%	i	2.8%	1.3%	-4.7%	?	-1.1%	6.5%
COc1ccc(CNC2=CC(=O)CC(C)(C)C2)cc1	-1.4%	-3.6%	4.7%	-2.6%	-1.3%	-3.5%	-3.7%	2.5%
COc1ccc(Nc2cc(C)nc3nc(C)nn23)c(OC)c1	-1.6%	-2.1%	5.6%	0.3%	-4.3%	2.9%[15.4 µM]	-4.0%	1.9%
Cc1cccc(-c2cccc(-c3cc(=O)oc4cc5c(cc34)OCO5)c2)c1	10.9%	-1.2%[81.1 µM]	15.0%[88.7 µM]	3.4%[119 µM]	/	/	1.5%	/
O=C(c1ccc(N2CCCCC2)c([N+](=O)[O-])c1)N(Cc1ccccc1)c1ccccn1	-9.0%	-9.7%	-11.1%	-13.5%	-24.6%	-3.2%	-2.6%	-5.7%
CCC1=C(OC(=O)N(CC)CC)N2C(=O)OC(=NCCc3c[nH]c4ccccc34)[C@]2(Cc2ccccc2)[C@H]2C1=CC[C@H]1C(=O)N(C)C(=O)[C@H]12	1.1%&7.1%	-11.4%	6.0%&2.3%	-5.3%&1.5%	/	/	-4.7%&-1.3%	-9.4%
CCCCCCCC1(C)NC(=O)N(c2ccccc2)N1 (stereo not drawn)	1.1%	-11.2%	1.3%	-9.1%	-2.5%	-12.4%	-6.4%	25.1µM*
Cn1c(SCc2ccccn2)nc2c1c(=O)[nH]c(=O)n2C	3.5%	-3.2%	-5.1%	-6.6%	/	/	-3.5%	0.0%
C/C(=N\NC(=S)Nc1ccccc1C)c1cc2ccccc2o1	-3.9%	-11.5%	9.9%	-0.8%	/	/	-1.2%	-15.2%

Structural class: those above with an NH in an aromatic ring (5)
SMILES	TRb-SRC2 inh	RECQ1 helicase	GoLoco inh red	aGlu spleen mod	L3MBTL1 block	GAA inhib	TR SRC2 fluor cs	GAA glycogen mod
Nc1nc(SCC(=O)c2cc(F)ccc2F)n[nH]1	6.4%	-1.0%	8.8%	-12.9%	-10.4%	-2.3%	-7.0%	-2.7%
O=C(O)c1ccc(N=Nc2c(O)[nH]c3cc(Cl)ccc23)cc1	5.0%	10.3%	0.3%	-0.9%	/	/	-4.4%	-3.0%
CC(=O)c1c(C)[nH]c(C(=O)NCCc2ccccc2)c1C	5.4%	-0.2%	9.9%	-4.9%	-4.3%	3.8%	-5.0%	-0.8%
CCC1=C(OC(=O)N(CC)CC)N2C(=O)OC(=NCCc3c[nH]c4ccccc34)[C@]2(Cc2ccccc2)[C@H]2C1=CC[C@H]1C(=O)N(C)C(=O)[C@H]12	1.1%&7.1%	-11.4%	6.0%&2.3%	-5.3%&1.5%	/	/	-4.7%&-1.3%	-9.4%
Cn1c(SCc2ccccn2)nc2c1c(=O)[nH]c(=O)n2C	3.5%	-3.2%	-5.1%	-6.6%	/	/	-3.5%	0.0%
